# High-throughput results deposited in PubChem by Broad Institute.
# C2C12 statin: protects C2C12 myotubes from simvastatin toxicity | actives 0.78% (n = 330,000) | ATP luminescence, 48 h; scaled: DMSO 0, geranylgeraniol control 100 | rescue of ATP level, % at 7.49 µM | AID 602340;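 active = mean ATP rescue above about 67%, or every replicate alone reaching that limit, limit read from the data, passing the limit was not always enough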;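 also: myotubes were challenged with 10 µM simvastatin during compound exposure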
# LGR2 inh: blocks bursicon-induced cAMP signaling via Drosophila LGR2 | HEK293 LGR2, CRE-luciferase, bursicon-stimulated, 4 h | inhibition, % at 9.99 µM | actives 0.35% (n = 380,000);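 active = drop in luminescence signal, shown as inhibition above about 50% in the replicate tests, limit read from the data, passing the limit was not always enough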;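 also: agonist challenge used bursicon conditioned medium at about half maximal strength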
# SIRT5 inh: inhibitors of human sirtuin-5 desuccinylase. Q9NXA8. Purified SirT5, succinyl-peptide AMC, trypsin-coupled fluorescence. inhibition, % at 15 µM. actives 1.1% (n = 330,000). AID 652115; in the data active = inhibition above about 15%
# S100A4 inh HTS: inhibitors of human S100A4 binding to myosin IIA peptide. inhibition, % at 10.7 µM. AID 652163. S100A4/TAMRA-MyoIIA peptide fluorescence polarization. actives 0.14% (n = 360,000). P26447;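 active = mean inhibition of at least 70% across replicates, with every replicate also reaching that level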
# Target sequence (P26447 whole entry, looked up): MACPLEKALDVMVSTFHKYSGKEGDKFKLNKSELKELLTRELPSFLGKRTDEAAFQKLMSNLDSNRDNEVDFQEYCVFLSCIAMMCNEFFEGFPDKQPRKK
#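 Test system: S100A4 monomer protein. Medium: HEPES buffer with Ca2+, pH 7.2. Reagent: fluorescent myosin IIA peptide, 5 nM. Compound dosing: single-point compound testing. Timing: 5 min between mix addition and reading. Benchmarks: DMSO neutral and TFP positive wells.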
# Cneo AK release: Cryptococcus neoformans lysis via adenylate kinase release; C. neoformans lysis, adenylate kinase release luminescence, 4 h; normalised: neutral wells 0, clomiphene wells 100; lysis activity, % at 15 µM; actives 0.2% (n = 360,000);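 active = mean lysis activity across replicates of at least 80%, whatever share of replicates individually reach that level; inactive = mean lysis activity below 80%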
#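 Schedule: static 4 h at 37 °C with compound, 1 h detection; system: C. neoformans cells; benchmarks: Clomiphene as positive control; buffer or medium: fresh YPD medium; measure: luminescence rise reflecting yeast cell lysis; measured by: luminescent adenylate kinase detection reagent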
# ERAP1 inh: ERAP1 (human) enzyme inhibition | recombinant ERAP1, Leu-AMC fluorescence, 60 min | inhibition, % at 10.7 µM | actives 0.15% (n = 340,000) | Q9NZ08;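 active = mean replicate inhibition of at least 30%, or all replicates individually reaching that 30% level; inactive = mean below 30% and not every replicate reaching it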;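 also: 0% = neutral control wells and 100% = L-leucinethiol positive control wells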
# Target sequence (Q9NZ08 whole entry, looked up): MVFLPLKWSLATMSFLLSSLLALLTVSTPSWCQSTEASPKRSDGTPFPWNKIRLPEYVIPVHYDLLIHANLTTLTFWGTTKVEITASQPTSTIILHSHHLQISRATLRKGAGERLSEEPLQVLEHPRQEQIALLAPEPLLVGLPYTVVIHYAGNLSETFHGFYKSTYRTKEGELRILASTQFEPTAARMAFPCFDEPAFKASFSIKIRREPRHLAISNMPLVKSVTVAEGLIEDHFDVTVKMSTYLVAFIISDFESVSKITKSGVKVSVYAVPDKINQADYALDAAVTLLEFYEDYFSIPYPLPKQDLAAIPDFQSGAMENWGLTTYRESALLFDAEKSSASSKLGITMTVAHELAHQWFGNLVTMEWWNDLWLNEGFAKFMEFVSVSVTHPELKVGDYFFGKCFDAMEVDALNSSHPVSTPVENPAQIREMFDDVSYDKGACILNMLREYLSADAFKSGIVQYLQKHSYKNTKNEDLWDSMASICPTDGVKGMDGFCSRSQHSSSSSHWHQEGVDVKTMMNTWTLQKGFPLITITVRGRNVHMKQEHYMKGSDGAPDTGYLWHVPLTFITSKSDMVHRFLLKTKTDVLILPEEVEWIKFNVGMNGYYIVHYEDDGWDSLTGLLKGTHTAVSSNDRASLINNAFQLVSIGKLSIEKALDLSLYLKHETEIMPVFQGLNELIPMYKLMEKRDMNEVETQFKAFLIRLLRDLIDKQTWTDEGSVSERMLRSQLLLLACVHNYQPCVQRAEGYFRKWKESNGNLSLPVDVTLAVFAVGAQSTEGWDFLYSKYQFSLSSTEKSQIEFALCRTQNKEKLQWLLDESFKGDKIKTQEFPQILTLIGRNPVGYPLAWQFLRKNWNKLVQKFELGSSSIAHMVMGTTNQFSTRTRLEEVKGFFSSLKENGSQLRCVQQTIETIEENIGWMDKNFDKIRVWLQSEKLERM
# XiGFP reactiv: reactivates the inactive X chromosome in mouse fibroblasts. actives 0.055% (n = 360,000). activation, % at 7.58 µM. XiGFP mouse fibroblasts, % GFP-positive cells imaging, 3 d; cells co-treated with 5-aza-dC sensitizer; scaled so ellipticine positive control = 100%. AID 743238;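 active = mean normalized replicate activation at least 10% and every replicate at or above 10%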;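 also: 0% = median of on-plate neutral control wells and 100% = ellipticine 6 µM median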
#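 System: 68-5-11 XiGFP fibroblast line; Timing: 3 days compound exposure; Compound dosing: one concentration, pinned; Benchmarks: positive control ellipticine, 6 µM final; Buffer or medium: DMEM containing 5-aza-dC.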
# PGC1a acetyl inh: lowers PGC1a acetylation signal in U2OS cells | AlphaScreen anti-acetyl-lysine; with virally co-expressed GCN5 acetyltransferase | inhibition, % at 15.6 µM | actives 0.17% (n = 350,000) | AID 651687;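 active = every replicate shows inhibition of at least 40%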;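 also: 0% = neutral control wells and 100% = positive control wells; some results beyond the cut were filed as inactive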
# * = called active by the depositor; x = no result given; & = joins results of further samples. An excerpt; count on the stated rates, not on these rows.
SMILES,C2C12 statin,LGR2 inh,SIRT5 inh,S100A4 inh HTS,Cneo AK release,ERAP1 inh,XiGFP reactiv,PGC1a acetyl inh
Cc1ccc(-c2nn3cnnc3c3ccccc23)cc1,x,-9.6,0.7,4.9,x,1.7,0.1,x
Cc1ccc(S(=O)(=O)NN=CC=CC=NNS(=O)(=O)c2ccc(C)cc2)cc1,6.6,-1.6,-2.6,7.3,-0.1,1.1,0.1,-0.6
Cc1ccc(S(=O)(=O)Nc2ccc(C(=O)NCc3cccnc3)cc2)cc1,0.4,0.3,-4.7,-0.8,0.1,-1.0,0.2,x
C[C@@H]1CN([C@@H](C)CO)C(=O)c2cc(NS(=O)(=O)c3ccc(F)cc3)ccc2O[C@@H](C)CCCCO[C@@H]1CN(C)Cc1ccccc1,x,-2.0,-2.4,6.7,-4.0,-3.4,0.0,-3.3
Cc1ccc(-c2nc(CN(C)Cc3ccc4nccnc4c3)c(C)o2)s1,x,21.5,-0.5,4.2,x,0.8,0.0,6.2
C[C@H](CO)N1C[C@H](C)[C@@H](CN(C)C(=O)Nc2ccc(N3CCN(C)CC3)cc2)OCc2cn(nn2)CCCC1=O,5.0,-3.1&3.6,-2.5&-2.5,18.4&1.2,-1.1,1.7&0.0,0.1&-0.1,2.7
CC(C)CNC1CCS(=O)(=O)C1 (stereo unspecified),13.2,-10.1,-3.7,-2.0,17.1,-2.0,0.0,-1.8
Nc1nc2c(ncn2[C@@H]2O[C@H](C(=O)N[C@H](Cc3ccccc3)C(=O)NCCCc3ccccc3)[C@@H](O)[C@H]2O)c(=O)[nH]1,x,0.0,0.9,2.6,x,2.4,-0.1,x
CN1OC[C@@H]2CN(S(=O)(=O)c3cccc4ccccc34)[C@H](c3ccc(-c4ccccc4)cc3)C[C@@H]21,-12.2,16.6,-4.9,13.3,1.4,-3.3,0.1,5.1
CCCN1CCC(=O)N([C@H](CN=[N+]=[N-])Cc2ccccc2)CC1,x,-8.1,x,2.9,-1.0,-4.5,0.0,-11.2
CC1(C)CC(=O)c2sc(NC(=O)C(C)(C)C)nc2C1,x,-37.5,1.0,-0.5,x,-0.4,0.0,10.2
CNC[C@@H]1Oc2ccc(NS(=O)(=O)c3cn(C)cn3)cc2C(=O)N([C@H](C)CO)C[C@H]1C,17.5,-2.2,-3.2,14.8,21.2,-1.8,0.5,1.2
CC(=O)N1c2ccc(S(=O)(=O)NCC3CCC(C(=O)N4CCCCC4)CC3)cc2CC1C (stereo unspecified),-4.8,5.2,1.5,-1.7,-3.7,-3.8,0.0,2.0
C=CCNC(=S)Nc1sc2c(c1C(=O)OCC)CCN(C(=O)OCC)C2,2.3,3.0,x,x,4.0,x,x,-10.2
Cc1ccc(C)c(OCC(=O)OCC(=O)Nc2c(C)nn(-c3ccccc3)c2C)c1,-15.6,-4.0,-2.7,-2.4,x,1.9,0.0,x
CC(=O)Nc1sc(C)c(C)c1C(=O)OCC(=O)N(C)c1c(N)n(Cc2ccccc2)c(=O)[nH]c1=O,-4.5,3.2,-9.4,1.5,x,-1.2,0.0,x
Cc1ccc(-n2ncc3c2CCCC3NC(=O)CCc2cnn(C)c2)cc1C (stereo unspecified),4.2,1.4,3.6,-2.4,0.3,-0.7,-0.1,x
O=C(Cn1cnc2ccccc21)OCC(=O)N1CCCc2ccccc21,x,x,1.6,-4.4,0.3,1.6,x,-7.5
O=C(NS(=O)(=O)Nc1ccc(Cl)cc1)c1c[nH]c2ccccc12,8.0,-12.7,-3.0,-12.8,1.8,-1.7,0.4,-2.6
C=CCn1c(CNC(=O)c2ccccc2F)nnc1SCC(=O)NC(C)c1ccccc1 (stereo unspecified),x,25.3,4.9,18.2,x,1.9,-0.1,0.4
CCCCC[C@@H]1C=C(C(=O)OCC)[C@H](c2ccccc2)N1S(=O)(=O)c1ccc(C)cc1,13.8,23.5,2.1,-2.5,1.6,0.8,-0.2,-24.1
CCCN(CCC)CCCNC(=S)Nc1ccc2nc(N3CCN(CC)CC3)cc(C)c2c1,x,4.6,3.7,10.6,x,-1.7,0.0,-5.7
COCCCNC(=S)NNC(=O)c1ccccc1Br,x,3.3,-0.2,-3.8,x,-1.4,0.0,x
CC(C(=O)Nc1ccc(O)cc1C(=O)O)N1C(=O)/C(=C\c2cccs2)SC1=S (stereo unspecified),10.9,1.7,7.8,-4.0,7.2,4.7,0.1,-2.6
CN1CCN(C(=O)C[C@@H]2C[C@@H]3c4cc(NS(C)(=O)=O)ccc4O[C@@H]3[C@@H](CO)O2)CC1,0.7,-9.3,1.8,25.8,3.2,-3.0,0.2,1.4
COC(=O)COC(=O)c1ccccc1NC(=O)c1ccccc1,x,-14.5,-2.2,8.0,x,-0.2,0.4,x
COc1ccc(Cl)cc1NS(=O)(=O)c1cccc(C(=O)NC2CCN(Cc3ccccc3)CC2)c1,-57.6,12.3,-4.4,7.5,3.7,-13.5,0.3,0.1
CSc1nnc(-c2ccc(Br)s2)n1C,x,-12.0,-5.3,1.7,x,1.2,0.2,x
C[C@@H]1CCCCO[C@H](CN(C)C(=O)Nc2ccc(F)cc2)[C@H](C)CN([C@@H](C)CO)C(=O)c2cc(NS(=O)(=O)c3ccccc3)ccc2O1,x,-11.7,11.0,-1.0,-6.1,-1.6,-1.2,-9.3
Nc1nc(-c2ccc3ccccc3c2)c(C2(O)C(=O)Nc3c(Br)cc(F)cc32)s1 (stereo unspecified),19.6,7.2,x,x,2.7,x,x,-8.4
Cc1ccc(-c2cc(C(=O)N3CCN(c4ccc(O)cc4)CC3)c3ccccc3n2)cc1,-21.7,-34.8,-1.8,-0.9,-3.1,-0.3,0.3,x
Cc1ccc(S(=O)(=O)Nc2ccc3c(c2)CC(=O)N([C@@H](C)CO)C[C@@H](C)[C@H](CN(C)C(=O)NC2CCCCC2)O3)cc1,-10.1,-16.4,-0.7,-5.3,-1.6,1.0,-0.8,-13.0
O=C(NCCc1ccccc1)c1coc(=O)c(Br)c1,-14.5,-39.0,-2.8,-7.9,-0.6,0.7,0.0,-48.9
C[C@@H]1CN([C@H](C)CO)C(=O)c2cccc(N(C)C)c2O[C@@H]1CN(C)Cc1ccccc1,-7.7,-4.4,-1.5,9.2,2.1,0.0,-0.1,11.9
Cc1cccc2nc(CNc3ccc(F)cc3)cn12,2.6,-4.5,x,x,2.7,x,x,-5.4
CC(C)CC(C(=O)NC1CCCCC1)N(Cc1cccs1)C(=O)c1snc(C(N)=O)c1N (stereo unspecified),x,19.1,1.2,-8.3,x,9.1,0.3,-12.0
C[C@@H]1CN([C@@H](C)CO)C(=O)c2cc(NC(=O)Nc3cccc4ccccc34)ccc2O[C@@H](C)CCCCO[C@H]1CN(C)C(=O)Nc1cccc2ccccc12,x,-8.6,4.8,-11.1,-3.2,-2.2,0.2,-11.7
CCN=C1S/C(=C\c2cc(Br)c(O)c(OC)c2)C(=O)N1CC,10.4,-17.1,x,4.1,2.9,-0.5,0.1,x
CN(C)CC(=O)Nc1ccc2c(c1)[C@@H]1C[C@@H](CC(=O)NCCc3ccccc3)O[C@H](CO)[C@@H]1O2,-0.6,-17.0,-0.9,8.1,65.7,0.2,0.1,1.4
COc1ccc(OC)c(C(=O)Cn2cnc3ccccc3c2=O)c1,-1.6,14.3,-1.7,3.5,-0.8,1.3,0.1,-10.6
N#C[C@@H]1N[C@@H](CO)[C@H]1c1ccc(C#CC2CCCCC2)cc1,22.0,-27.6,3.1,0.4,-1.5,2.6,-0.1,2.9
Oc1ccc(Cl)cc1CNc1cnc2ccccc2c1,-4.7,-27.5,1.7,1.3,-0.5,-3.5,0.1,7.8
O=c1cc(CN(Cc2ccccc2)Cc2ccccc2)c2c(ccc3ccccc32)o1,13.8,-8.0,4.6,-8.8,0.5,-0.6,0.1,-8.6
O=C1[C@@H]2Cc3c([nH]c4ccccc34)CN2C(=O)CN1CCCO,1.8,-5.1,-1.8,-2.1,-1.3,-1.0,0.0,5.7
CCOC(=O)Cn1nc(-c2ccccc2)c2ccccc2c1=O,5.7,-4.7,-0.6,0.5,5.2,-2.7,x,2.3
CCNC(=O)c1ccc(=O)n(Cc2ccc(Cl)cc2Cl)c1,x,12.8,0.8,2.1,x,x,0.1,x
C=CCOc1ccc(/C=N/NC(=O)C(C)Sc2ccccn2)cc1OCC (stereo unspecified),x,-17.7,-0.4,1.0,3.4,1.6,0.0,2.7
C[C@@H]1CN([C@@H](C)CO)C(=O)Cc2cc(NS(=O)(=O)c3ccc(Cl)cc3)ccc2O[C@@H]1CN(C)S(=O)(=O)c1cccs1,18.9,-27.4,3.5,1.4,1.6,0.9,0.1,-9.0
CC(C)CCOP(=O)(c1ccc(N(C)C)cc1)C(Nc1ccccc1)c1ccc(N(C)C)cc1 (stereo unspecified),-6.7,-13.3,-0.9,-4.1,1.0,x,0.0,-7.0

# In the list so far, these have bromine.
SMILES,C2C12 statin,LGR2 inh,SIRT5 inh,S100A4 inh HTS,Cneo AK release,ERAP1 inh,XiGFP reactiv,PGC1a acetyl inh
COCCCNC(=S)NNC(=O)c1ccccc1Br,x,3.3,-0.2,-3.8,x,-1.4,0.0,x
CSc1nnc(-c2ccc(Br)s2)n1C,x,-12.0,-5.3,1.7,x,1.2,0.2,x
Nc1nc(-c2ccc3ccccc3c2)c(C2(O)C(=O)Nc3c(Br)cc(F)cc32)s1 (stereo unspecified),19.6,7.2,x,x,2.7,x,x,-8.4
O=C(NCCc1ccccc1)c1coc(=O)c(Br)c1,-14.5,-39.0,-2.8,-7.9,-0.6,0.7,0.0,-48.9
CCN=C1S/C(=C\c2cc(Br)c(O)c(OC)c2)C(=O)N1CC,10.4,-17.1,x,4.1,2.9,-0.5,0.1,x

# Four compounds already listed, ordered by number of heavy atoms, highest first:
SMILES,C2C12 statin,LGR2 inh,SIRT5 inh,S100A4 inh HTS,Cneo AK release,ERAP1 inh,XiGFP reactiv,PGC1a acetyl inh
C[C@@H]1CN([C@@H](C)CO)C(=O)Cc2cc(NS(=O)(=O)c3ccc(Cl)cc3)ccc2O[C@@H]1CN(C)S(=O)(=O)c1cccs1,18.9,-27.4,3.5,1.4,1.6,0.9,0.1,-9.0
C=CCOc1ccc(/C=N/NC(=O)C(C)Sc2ccccn2)cc1OCC (stereo unspecified),x,-17.7,-0.4,1.0,3.4,1.6,0.0,2.7
CCNC(=O)c1ccc(=O)n(Cc2ccc(Cl)cc2Cl)c1,x,12.8,0.8,2.1,x,x,0.1,x
Oc1ccc(Cl)cc1CNc1cnc2ccccc2c1,-4.7,-27.5,1.7,1.3,-0.5,-3.5,0.1,7.8
